Hep lipid drop: inhibitors of hepatocyte lipid droplet formation, primary screen, imaging, high-throughput imaging, BODIPY stain; inhibition, % at 6.5 µM; hit rate 0.4% among 240,000; AID 1656, 2009; AML12 mouse hepatocytes, oleate lipid droplets;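 active = lipid droplet intensity inhibited by at least 50%, with more than 500 cells counted; inconclusive = wells with under 300 cells, treated as cytotoxic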
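Test system: AML12 hepatocytes (mouse); reagent: oleate loading, 100 µM; dosing: one dose, 6.5 µM compound; incubation: overnight exposure; signal: fluorescence imaging, 20x objective, two fields per well; read-out basis: % inhibition of corrected integrated BODIPY droplet signal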
HEK293 NOD2/NF-kB: NOD2 signaling inhibitors, cell-based, luminescence, uHTS, HEK293 (AID 1566). HEK293 NOD2/NF-kB luciferase reporter, luminescence; higher % means a stronger effect. inhibition, % at 4 µM; hits with a dose series show EC50 in µM. hit rate 0.63% among 290,000; in the data active = inhibition above about 50%; note: many of its hits are not listed in these tables
Hep lipid drop cells 6.5 µM: further read-out of Hep lipid drop, marked with its call; cell count; measured here: cell count, cytotoxicity flag;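 cells counted across two imaged fields per well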
* = called active by the depositor; ? = inconclusive; · = no result given. This is a subset; count on the stated rates, not on these rows.

smiles | HEK293 NOD2/NF-kB | Hep lipid drop | Hep lipid drop cells 6.5 µM
O=C(O)c1ccc(-c2ccc(/C=c3/sc4nc5ccccc5n4c3=O)o2)cc1Cl | -2.5% | -28.6 | 803
CCNC(=O)N1CCCC(C(=O)c2ccc(C(F)(F)F)cc2)C1 (configuration not stated) | 11.7% | 0.2 | 812
Cc1n[nH]c(=O)c2c(NC(=O)CSc3nc4ccccc4c(=O)n3CCCO)oc(C)c12 | -9.2% | 0.4 | 834
CC(C(=O)Nc1ccc(C(=O)O)c(O)c1)N1C(=O)/C(=C\c2ccco2)SC1=S (configuration not stated) | -3.5% | 16.3 | 713
CCOc1ccc(N2CC(C(=O)NCc3ccco3)CC2=O)cc1 (configuration not stated) | -10.7% | 5.3 | 760
O=C(NCCN1CCCC1)c1ccc2c(c1)N(Cc1cccc(Cl)c1)C(=O)c1ccccc1S2(=O)=O | -13.4% | -28.3 | 617
Cc1ccccc1NC(=S)N1CCN(c2ccccc2Cl)CC1 | -12.3% | -25.5 | 834
CC(=O)CCC(=O)N1CCC(n2nccc2NC(=O)c2ccccc2C)CC1 | -17.2% | -1.8 | 832
CC(C)Nc1ccc(C(CC(N)=O)NC(=O)c2ccccc2)cc1[N+](=O)[O-] (configuration not stated) | 9.1% | -2.8 | 753
COc1ccc(C(=O)CCC(=O)NCCc2c[nH]c3ccccc23)cc1OC | 8.1% | 123.8* | 820*
CCc1ccc(CNC(=O)C2CCCN(c3nn4c(=O)cc(C)nc4s3)C2)cc1 (configuration not stated) | 15.5% | -4.1 | 740
N#CN/C(=N\S(=O)(=O)c1ccccc1)c1ccccc1 | -4.8% | 10.0 | 871
Cc1nnc(NC(=O)CSc2nccn2Cc2ccccc2)s1 | 7.8% | 9.1 | 796
COc1ccc(CNc2ccc3c(c2)CCC3)cc1Br | -6.3% | 7.5 | 846
Cc1ccc(C(=O)N2CCN(S(=O)(=O)N3CCCCC3)CC2)cc1 | -0.8% | ? | ·
O=C1N(Cc2ccccc2)c2ccc(Cl)cc2C12OCCO2 | 6.4% | -12.7 | 808
CCCn1nnnc1NCc1ccc(OC)cc1OC | -3.0% | -1.9 | 859
COc1ccc(S(=O)(=O)N2CCN(c3ccccc3)CC2)cc1C(=O)N1CCCC1 | 15.0% | 2.5 | 814
COc1ccc(C(C(=O)NC2CCCC2)N(CCO)C(=O)Cn2nnc(-c3ccc(C)o3)n2)cc1OC (configuration not stated) | -4.5% | -5.8 | 843
C=CCOc1cccc(C2C(C(=O)c3cc4ccccc4o3)=C(O)C(=O)N2c2cc(C)on2)c1 (configuration not stated) | 30.2% | 17.7 | 741

Pulled by compound from the list above, 2 records:
smiles | HEK293 NOD2/NF-kB | Hep lipid drop | Hep lipid drop cells 6.5 µM
COc1ccc(S(=O)(=O)N2CCN(c3ccccc3)CC2)cc1C(=O)N1CCCC1 | 15.0% | 2.5 | 814
Cc1ccc(C(=O)N2CCN(S(=O)(=O)N3CCCCC3)CC2)cc1 | -0.8% | ? | ·

Further compounds follow:
smiles | HEK293 NOD2/NF-kB | Hep lipid drop | Hep lipid drop cells 6.5 µM
CC1CCN(C(=O)C2CCN(S(=O)(=O)c3cccs3)CC2)CC1 | 2.3% | -3.1 | 821
COCC(C)N1CCC(n2nccc2NC(=O)c2ccc3c(c2)OCO3)CC1 (configuration not stated) | -0.1% | 24.5 | 704
COc1cc(/C=C/c2cccc[n+]2C)ccc1OCC(=O)Nc1cccc(Cl)c1 | -7.9% | 4.3 | 840
Cc1ccc(C(C)C)c(OCC(O)CN2CCc3ccccc3C2)c1 (configuration not stated) | -3.7% | -66.1 | 755
Cc1ccc2[nH]c(C(=O)N/N=C/c3ccc([N+](=O)[O-])cc3)c(C)c2c1 | -19.2% | 5.0 | 827
COC(=O)CNC(=O)Cc1c(C)n(C(=O)c2ccc(Cl)cc2)c2ccc(OC)cc12 | 12.7% | -7.2 | 738
O=C1Nc2cc(C(=O)NCCCN3CCOCC3)ccc2S/C1=C/c1cccc(Cl)c1 | 17.2% | -0.1 | 726
CCCCOc1c(Cl)cc(C(=O)N(C)CC(=O)Nc2ccc(N3CCOCC3)cc2)cc1OCC | -6.9% | 8.7 | 613
COc1c(C)cccc1C(=O)Nc1ccc(N2CCN(C(=O)c3ccccc3C)CC2)cc1 | 14.9% | 42.7 | 796
CCOC(=O)CNC(=O)Cn1cnc2c(oc3ccccc32)c1=O | 2.3% | -7.8 | 717
Cn1c(SCC(=O)NC2(C#N)CCCCC2)nnc1-c1cccnc1 | 0.5% | 4.6 | 835
Cc1coc2c1c(C)cc1oc(=O)c(CC(=O)N[C@@H](CC(C)C)C(=O)O)c(C)c12 | 13.5% | 11.2 | 838
CCOC(=O)c1ccc(NC(=O)CCn2c(=O)oc3ccccc32)cc1 | 4.7% | -15.5 | 787
O=C(Nc1nnc(-c2ccccc2)s1)c1ccccc1F | -28.8% | 3.6 | 755
Cc1ccc(S(=O)(=O)NC(=O)COc2ccc([N+](=O)[O-])cc2)cc1 | 3.7% | -8.5 | 768
O=C(Nc1ccccc1)c1cccc(N2C(=O)C3C4C=CC(C5CC45)C3C2=O)c1 (configuration not stated) | 31.7% | 2.2 | 720
O=C(c1ccc2nc(Cc3cccc(Cl)c3)oc2c1)N1CCC(O)CC1 | 7.7% | -3.4 | 844
O=c1c2ccccc2oc2ccc(NCCCn3ccnc3)cc12 | -93.1% | -16.1 | 754
CCOc1ccc(CCNC(=O)c2cc3c(s2)CS(=O)(=O)C3)cc1OCC | -8.8% | 23.5 | 713
CCOc1ccc(/C(O)=C2/C(=O)C(=O)N(CCCN3CCOCC3)C2c2ccc(C)cc2)cc1C (configuration not stated) | 40.1% | -2.5 | 801
CCOCc1nnc(NC(=O)c2ccc3c(c2)OCO3)s1 | -23.4% | 26.0 | 695
O=CNCc1nc2ccccc2n1CCCc1ccccc1 | 6.3% | -0.3 | 814
COC(=O)CC(NC(=O)Nc1ccccc1F)c1ccc2c(c1)OCO2 (configuration not stated) | -7.0% | 12.7 | 815
COc1ccccc1/C=C1\SC(=S)N(CC(=O)NC2CCS(=O)(=O)C2)C1=O (configuration not stated) | 6.1% | ? | ·
COc1cc(OC)cc(C(=O)N/N=C(\C)CC(=O)Nc2ccccn2)c1 | 4.3% | -2.4 | 817
CCCCOc1ccc(/C=N/NC(=O)c2nnn(-c3nonc3N)c2C)cc1 | -9.2% | -9.2 | 705
COC(=O)c1c(NC(=O)c2ccc([N+](=O)[O-])o2)sc2c1CCN(C(C)C)C2 | 4.1% | -61.7 | 623
CCOc1ccc(C(C)NC(=O)Nc2ccc(F)cc2F)cc1 (configuration not stated) | -0.5% | 7.2 | 895
O=C(O)c1ccc(-n2nncc2-c2ccco2)cc1 | 5.6% | -2.2 | 791
[N-]=[N+]=NCCN1CCN(Cc2ccccc2)CCC1=O | -6.2% | 5.7 | 809
O=C(CN1C(=O)c2ccccc2C1=O)NCc1ccc(F)cc1 | 10.1% | 8.3 | 835
Cc1cc(S(=O)(=O)N2CCCOC2CNC(=O)C(=O)NCc2cccs2)ccc1F (configuration not stated) | 3.5% | 11.0 | 737
Cc1ccc(NC2CCCN(C(=O)CCn3nccc3C)C2)cc1C (configuration not stated) | -4.0% | -1.3 | 680
CCc1n[nH]c(=S)n1/N=C/C(C)=C\c1ccccc1 | 7.7% | -1.1 | 814
Cc1ccc(CNC(=O)Nc2ccc(F)cc2)n1C | -10.6% | 11.2 | 749
Cn1c(=O)c2ccccc2n(Cc2cccc(F)c2)c1=O | 21.1% | -5.3 | 823
Cc1cc(C)cc(OCCCn2ccnc2)c1 | 5.1% | -1.6 | 815
C=CCNC(=O)c1c(O)c2cccc3c2n(c1=O)CCC3 | 19.4% | -2.1 | 765
CSc1ccccc1OCc1cc(C(=O)NCCCc2ccccc2)no1 | -4.9% | 1.6 | 833
CCSc1nc2sc3c(c2c(=O)n1-c1ccc(C)cc1)CCN(C)C3 | 18.3% | 3.1 | 825
CCOC(=O)c1c(C)[nH]c(C)c1S(=O)(=O)NCC1CCN(Cc2ccc(C)cc2)CC1 | -20.0% | -30.0 | 737
Cc1ccn2c(=O)c(C(=O)NCCN3CCOCC3)c(O)nc2c1 | 13.8% | -9.8 | 755
CCN1CCN(c2cc(C)c3cc(NC(=O)CCC(=O)Nc4ccc(OC)cc4OC)ccc3n2)CC1 | 2.8% | 88.8* | 809*
CCOc1ccc(N(C)S(=O)(=O)c2cc(-c3cc(C)no3)ccc2C(C)C)cc1 | 16.3% | -10.7 | 728
Cc1ccc(S(=O)(=O)N(C)c2ccccc2C(=O)Nc2ccc(F)cc2F)cc1 | 5.9% | -15.5 | 817
COCc1ccc(C(=O)N2CCCC(Nc3ccc(C(C)C)cc3)C2)s1 (configuration not stated) | 17.6% | -10.0 | 781
COc1ccc(NC(=O)CN(c2ccc(OC)c(Cl)c2)S(=O)(=O)c2ccccc2)c(OC)c1 | 4.2% | -23.8 | 818
Cc1sc2ncn(CC(=O)NCCCC(=O)N3CCN(c4ccccc4F)CC3)c(=O)c2c1C | 16.7% | -9.9 | 700
COC(=O)C1Cc2c([nH]c3ccccc23)CN1C(C)=O (configuration not stated) | -9.7% | -14.0 | 752
Cc1cccc(NC(=O)c2ccc(Cl)c(S(=O)(=O)N3CCCC3)c2)n1 | 0.7% | 1.2 | 876
O=C(C1CCN(S(=O)(=O)c2ccccc2)CC1)N1CCCCC1 | 3.1% | -3.1 | 803
COc1ccc([N+](=O)[O-])cc1NCC(=O)c1ccc(C)cc1 | 29.6% | 8.7 | 864
O=C(CSc1nc2ccc(Nc3nc(N4CCOCC4)nc(N4CCOCC4)n3)cc2s1)Nc1ccccc1Cl | -15.0% | 6.8 | 796
COc1ccc(Br)cc1CNc1ccccc1 | -0.6% | 9.1 | 848
Cc1ccc(C)c(S(=O)(=O)NCCCc2ccccc2)c1 | -21.8% | -44.8 | 625
CCCC(C(=O)NC1CCCC1)N(C(=O)Cn1nnc(-c2ccc(C)o2)n1)c1cccc(O)c1 (configuration not stated) | 20.9% | -17.0 | 688
COc1cccc(-c2c(C(=O)N/N=C/c3ccncc3)nnn2-c2nonc2N)c1 | 9.3% | 7.5 | 781
Cc1c(OCC(=O)NC2CC(C)(C)NC(C)(C)C2)ccc2c3c(c(=O)oc12)CCC3 | 18.8% | -5.6 | 693
CC(=O)c1ccc[n+](CC(=O)NC(C)c2ccccc2)c1 (configuration not stated) | -5.3% | -0.1 | 835
COc1ccc(NC(=O)CCC(=O)c2cccs2)c(OC)c1 | -5.2% | 5.8 | 845

The list continues:
smiles | HEK293 NOD2/NF-kB | Hep lipid drop | Hep lipid drop cells 6.5 µM
Cc1cc(C)c(S(=O)(=O)N2CCOC2CNC(=O)C(=O)NCCCN2CCCC2=O)c(C)c1 (configuration not stated) | 12.4% | -19.4 | 796
COc1ccc(-c2cn(CC3CCCCC3)nn2)cc1 | -55.4% | 5.0 | 770
CCC(NS(=O)(=O)c1ccc(C)cc1)C(=O)N1CCOCCOCCOCCOCC1 (configuration not stated) | 14.7% | -1.9 | 773
CSCc1cc(N(C)c2ccccc2)nc(-c2ccccc2)n1 | 11.4% | -22.4 | 405
O=C(c1cc(-c2ccc(F)cc2)no1)N1CCN(Cc2ccc3c(c2)OCO3)CC1 | -6.3% | -5.7 | 840
Cc1ccc(S(=O)(=O)N2CCCCC2)cc1C(=O)NC1CCCCC1 | -4.4% | -0.3 | 815
O=C1c2ccccc2C(=O)C1c1ccccc1F | -3.9% | -5.0 | 809
CC(=O)Nc1ccc(C(=O)N/C(=C/c2ccccc2)C(=O)NCc2ccco2)cc1 | -17.7% | -1.4 | 703
Cc1cccc(N(C(=O)Cn2nnc(-c3ccc(C)o3)n2)C(C(=O)NC2CCCC2)c2ccncc2)c1 (configuration not stated) | 17.7% | 4.2 | 797
CCN(CC)Cc1c(O)ccc2cc(-c3nc4ccccc4n3C)c(=O)oc12 | -31.6% | 4.8 | 852
CCOC(=O)c1c(NC(=O)CCS(=O)(=O)c2ccccc2)sc2c1CCN(C)C2 | 12.1% | -5.3 | 734
Cc1c(NC(=O)Nc2ccc3c(c2)OCO3)cccc1[N+](=O)[O-] | -14.0% | -4.4 | 697
COc1cccc(CNC(=O)CCNS(=O)(=O)c2cccc3nonc23)c1 | -7.8% | -1.2 | 778
CCC(NC(=O)CCc1nnc(-c2cc(C)on2)o1)C12CC3CC(CC(C3)C1)C2 (configuration not stated) | -2.3% | -2.3 | 851
COc1ccccc1NC(=O)Cn1cc(C(=O)C(=O)N2CCOCC2)c2ccccc21 | 5.4% | 1.3 | 823
C=CCc1c(C)nc2cc(-c3ccccc3)[nH]n2c1=O | -35.1% | -3.1 | 779
COCCNC(=O)CN1C(=O)NC2(CCOc3ccccc32)C1=O (configuration not stated) | -22.5% | -7.7 | 780
CC(C)(O)C#Cc1ccc(C(=O)N2CCCC(CCC(=O)NCc3ccccc3F)C2)cc1 (configuration not stated) | 5.7% | -12.9 | 687
CC(=O)Nc1cccc(NC(=O)CSc2nccn2Cc2ccc(F)cc2)c1 | 11.0% | 2.6 | 877
COc1ccc(CCC(C)NC(=O)CCc2ccccc2)c(OC)c1 (configuration not stated) | 14.1% | 1.2 | 731
CCc1nnc(NC(=O)c2cc(-c3ccccn3)nc3ccc(Br)cc23)s1 | 13.8% | -13.5 | 807
O=C(NCCCc1ccccc1)c1cc(COc2ccc(F)cc2Cl)on1 | -34.2% | 11.3 | 715
COc1ccc(S(=O)(=O)Cc2ccc(C(=O)NC3CCC(C)CC3)o2)cc1 (configuration not stated) | 13.4% | 27.1 | 757
O=C(NCCN1CCOCC1)c1cc(-c2ccc(Cl)cc2Cl)on1 | -20.5% | 4.9 | 690
CC1(CCC(=O)N2CCCC(Nc3ccc(F)cc3)C2)CC1 (configuration not stated) | 3.4% | -3.0 | 606
